Compound activity: PubChem BioAssay, several laboratories
GLD-1 RNA inh: GLD-1-TGE RNA interaction inhibition (C. elegans) | AID 2280 | Q17339 | hit rate 0.44% among 320,000 | inhibition, % at 5.96 µM | purified GLD-1 + fluorescein TGE RNA, fluorescence polarization;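 active = percent inhibition above a per-plate cutoff, the plate mean of test compounds plus 3 SD, cut at about 30% in these data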;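 note: 0% = DMSO wells with GLD-1 and probe and 100% = wells lacking GLD-1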
MCL1 BIM primary: disrupts human MCL1 binding to BIM-BH3 peptide; Q07820; GST-MCL1 / FITC-Bim-BH3 fluorescence polarization; inhibition, % at 10.9 µM; hit rate 0.68% among 320,000; AID 2057;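 active = inhibition above the mean inhibition of all tested compounds plus 3 SD, set per campaign, cut at about 40% in these data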;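 note: 0% = DMSO wells and 100% = unlabeled Bim-BH3 peptide control; higher means more loss of mP so more displacement of Bim peptide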
MEX-5 binding: C. elegans MEX-5 TCR-2 RNA binding activity | hit rate 0.38% among 300,000 | MEX-5/FITC-TCR2 RNA binding, fluorescence polarization; stronger effect = lower value | Q9XUB2 | activity score (negative = inhibition of binding), % at 10 µM;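 active = inhibition past about -25% in most replicates, and total fluorescence under double the plate's negative control median, limit read from the data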;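 note: 0% = DMSO and -100% = 5 µM competing unlabeled TCR2 RNA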
BCLXL inh: blocks human Bcl-xL binding to Bim BH3 peptide; inhibition, % at 10.9 µM; Q07817; AID 2129; hit rate 0.7% among 320,000; GST-Bcl-xL / FITC-Bim BH3 peptide fluorescence polarization;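 active = inhibition above the mean of all tested compounds plus 3 SD, cutoff set per campaign, cut at about 30% in these data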;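 note: 0% = DMSO wells and 100% = unlabeled Bim-BH3 peptide competitor; inhibitors lower millipolarization by displacing the labeled peptide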
Fam108B counter: Fam108B inhibition, counter-screen for RBBP9 inhibitors; hit rate 0.33% among 300,000; recombinant Fam108B, FP-Rh probe fluorescence polarization; inhibition, % at 9.51 µM;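 active = inhibition above the screen mean inhibition plus 3 SD, computed separately per campaign, cut at about 18% in these data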;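 note: inhibitors lower polarization as less probe binds the enzyme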
GRK2 inh: blocks RNA aptamer binding to human GRK2; AID 488847; inhibition of aptamer binding, % at 10 µM; hit rate 0.59% among 330,000; P25098; bead flow cytometry, FAM-aptamer displacement from GRK2;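 active = inhibition of aptamer binding above 40%, roughly 3 SD of noise, on plates passing a quality check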;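 note: median bead fluorescence of bound FAM aptamer so fluorescent compounds give negative values; no value below 0 was filed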
Target sequence (P25098 whole entry, looked up): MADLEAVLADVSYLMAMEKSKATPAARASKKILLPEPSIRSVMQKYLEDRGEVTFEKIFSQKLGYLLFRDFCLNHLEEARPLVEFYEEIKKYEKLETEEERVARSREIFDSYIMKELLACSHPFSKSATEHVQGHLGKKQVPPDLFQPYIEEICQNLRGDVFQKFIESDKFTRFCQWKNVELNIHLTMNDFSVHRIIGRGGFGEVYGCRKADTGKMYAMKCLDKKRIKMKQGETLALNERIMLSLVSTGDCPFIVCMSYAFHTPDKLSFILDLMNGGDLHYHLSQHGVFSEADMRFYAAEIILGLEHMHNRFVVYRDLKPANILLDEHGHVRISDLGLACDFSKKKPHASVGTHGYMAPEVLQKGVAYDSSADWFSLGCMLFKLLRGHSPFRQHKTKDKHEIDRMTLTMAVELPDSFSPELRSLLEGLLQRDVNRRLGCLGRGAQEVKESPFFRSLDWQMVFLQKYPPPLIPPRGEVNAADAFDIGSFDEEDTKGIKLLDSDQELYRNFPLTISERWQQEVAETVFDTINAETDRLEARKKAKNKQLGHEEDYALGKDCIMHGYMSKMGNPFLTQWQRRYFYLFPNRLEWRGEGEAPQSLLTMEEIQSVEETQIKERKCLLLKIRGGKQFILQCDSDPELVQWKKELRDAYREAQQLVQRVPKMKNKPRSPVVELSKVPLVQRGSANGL
VLA-4 inh: inhibition in a human VLA-4 binding assay; VLA-4 expressing cells, ligand binding flow cytometry; hit rate 0.2% among 330,000; AID 2557; inhibition, % (about 7 µM as worked out from the volumes in the protocol); P13612; in the data active = inhibition above about 50%
Efflux pump inh: antifungal efflux pump inhibition, Nile Red retention | S. cerevisiae Candida pump triplex | inhibition, % at 10 µM | hit rate 0.44% among 330,000 | AID 485275;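 active = plate passing quality check with inhibition over a set limit, or well fluorescence over plate mean plus 4 SD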;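 note: Nile Red retained in pooled yeast measured as flow cytometry median fluorescence; 0% = buffer negative control and 100% = Enniatin B positive control; higher means more Nile Red kept so more efflux inhibition; some compounds called inactive have numbers as strong as hits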
PME-1 primary: PME-1 (human) inhibition; Q9Y570; recombinant PME-1, FP-Rh probe fluorescence polarization; inhibition, % at 5.9 µM; hit rate 0.53% among 320,000; AID 2130;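 active = inhibition above the campaign mean of all compounds plus 3 SD, cut at about 26% in these data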;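 note: competitive labeling of PME-1 active site by serine hydrolase directed probe; 0% = PME-1 with DMSO and 100% = wells lacking PME-1 enzyme; inhibitors block probe labeling so polarization falls and inhibition rises; many of its hits are not listed in these tables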
The depositor's hits bear a star; · = not tested or not shown. Some of the compounds tested; rates above refer to the full screens.

SMILES | GLD-1 RNA inh | MCL1 BIM primary | MEX-5 binding | BCLXL inh | Fam108B counter | GRK2 inh | VLA-4 inh | Efflux pump inh | PME-1 primary
CC(C)(C)c1nc(SCC(=O)Nc2ccc(N3CCOCC3)cc2)c2ccccc2n1 | 0.8 | 1.9 | 0.1 | 3.9 | -2.4 | 0.0 | 3.7 | -0.1 | 6.8
COCCNC(=O)c1ccc(CSCc2cccc(Cl)c2)o1 | 2.4 | -2.9 | 0.7 | -2.9 | 3.1 | 0.0 | 4.3 | 0.0 | -7.6
CCc1cccc(NC(=O)C2CCN(S(=O)(=O)c3ccc4c(c3)CC(C)N4C(C)=O)CC2)c1 (stereo not given) | 0.1 | -0.8 | 4.9 | 3.5 | 1.4 | 4.0 | 35.5 | 0.5 | 2.0
CCC(C)NC(=O)CN1C(=O)CC(C)(C)S(=O)(=O)c2ccccc21 (stereo not given) | 7.8 | 0.1 | 0.7 | 1.5 | -0.1 | 0.0 | -12.3 | 0.2 | -3.2
Cc1cnc(CN(C)Cc2nc(Cc3cccc(C(F)(F)F)c3)no2)[nH]1 | 1.0 | -1.2 | 0.6 | 3.7 | -2.6 | 3.0 | 0.1 | -0.2 | -2.1
Cc1cc(C)cc(NC(=O)c2cccc(NC(=O)C3C4CC5OC(=O)C3C5C4)c2)c1 (stereo not given) | 0.5 | 2.0 | -1.4 | -2.1 | 3.4 | 0.0 | -3.5 | -0.1 | -6.1
CC#C[C@]1(O)CC[C@H]2[C@@H]3CCC4=CC(=O)CCC4=C3[C@@H](c3ccc(N(C)C)cc3)C[C@@]21C | 2.9 | 20.5 | 1.0 | 6.6 | 3.6 | 5.0 | 8.2 | 0.1 | 1.1
CC(C)(C)N(Cc1ccccc1)C(=O)CCc1ccccc1 | 3.3 | 13.8 | 1.9 | 5.9 | -0.3 | 4.0 | -0.3 | 0.0 | -1.4
C=C(C)CNC(=S)NNC(=O)CCn1c2ccccc2c2ccccc21 | 2.6 | 7.3 | -1.2 | 1.9 | 0.0 | 3.0 | 9.6 | -0.1 | 1.3
Cn1c(SCc2nc3ccccc3s2)nnc1-c1cccs1 | -7.2 | -7.6 | 0.0 | -11.3 | 1.7 | 2.0 | -18.0 | 0.0 | -2.2
Oc1ccc(-c2csc(-c3c[nH]c4ccccc34)n2)c(O)c1 | 4.0 | -0.8 | -0.2 | 1.7 | 7.2 | 0.0 | 11.4 | -0.1 | 23.8
COc1ccc([C@H]2CC(=O)C=C(c3cccc(Cl)c3)C2)cc1 | 6.4 | 11.6 | · | 1.7 | · | 0.0 | 20.5 | -0.1 | 2.9
CCOc1ccc(CCNC(=O)C2CCN(S(=O)(=O)N3CCOCC3)CC2)cc1OCC | 0.7 | -5.4 | -0.7 | 0.5 | 1.8 | 0.0 | 6.3 | 0.0 | 0.3
O=C(COc1ccc(F)cc1)N(c1ccccn1)C1CCCCC1 | 0.9 | -2.2 | -2.8 | 4.3 | 0.8 | 5.0 | -10.1 | 4.9 | 7.9
Cc1ccc(Cl)cc1NC(=O)Cn1c(C)csc1=O | -2.2 | -2.3 | · | -1.0 | · | 2.0 | -6.0 | -0.1 | 0.4
COc1ccc(CCC(=O)Nc2nccs2)cc1OC | -220.2 | -6.7 | 0.2 | -4.5 | 6.4 | 0.0 | 6.8 | 0.2 | -1.5
COC(=O)N/N=C(\C)c1ccc(Br)cc1 | -4.6 | -3.5 | 1.2 | -6.5 | 0.4 | 2.0 | -3.0 | 0.2 | 6.5
CC(C(=O)NCC1CCCO1)N1C(=O)C2C3CC(C(Br)C3Br)C2C1=O (stereo not given) | -2.0 | -0.3 | -0.6 | -1.4 | 0.1 | 2.0 | -2.1 | -0.1 | 1.8
CCN(CC)S(=O)(=O)c1cccc(-c2nnc(SCC#N)n2Cc2ccccc2)c1 | 2.3 | 1.7 | 0.0 | 0.6 | 2.4 | 0.0 | -19.4 | -0.1 | -0.5
S=C(c1ccc(N2CCCC2)c(Br)c1)N1CCCCC1 | -1.9 | 0.4 | 2.7 | 7.9 | 4.7 | 0.0 | 2.0 | -0.3 | 0.4

Some values from above:
CCc1cccc(NC(=O)C2CCN(S(=O)(=O)c3ccc4c(c3)CC(C)N4C(C)=O)CC2)c1 (stereo not given) @ VLA-4 inh: 35.5
CC(C)(C)N(Cc1ccccc1)C(=O)CCc1ccccc1 @ VLA-4 inh: -0.3
S=C(c1ccc(N2CCCC2)c(Br)c1)N1CCCCC1 @ PME-1 primary: 0.4

The results go on:
SMILES | GLD-1 RNA inh | MCL1 BIM primary | MEX-5 binding | BCLXL inh | Fam108B counter | GRK2 inh | VLA-4 inh | Efflux pump inh | PME-1 primary
Cc1ccc(OCC(=O)c2c(N)n(C)c(=O)n(C)c2=O)c([N+](=O)[O-])n1 | 14.4 | 71.9* | · | 35.9* | · | 77.0* | 0.0 | 0.3 | -5.4
Brc1ccc(C2=Nn3cnnc3SC2)cc1 | -0.1 | 7.3 | 1.1 | 3.7 | 2.1 | 2.0 | 14.2 | 0.2 | 4.5
O=C1CN(C(=O)COC(=O)CNS(=O)(=O)c2ccccc2)c2ccccc2N1 | 9.0 | -8.9 | -1.5 | 1.4 | 3.7 | 0.0 | 1.0 | 0.1 | -1.1
Cc1cc(NS(=O)(=O)c2ccc(NC(=O)/C=C/c3c(F)cccc3Cl)cc2)no1 | -1.9 | -4.1 | 1.3 | 5.7 | -6.1 | 0.0 | 2.9 | -0.2 | -3.4
COc1ccc(CCNC(=O)C23CCC(C)(C(=O)O2)C3(C)C)cc1OC (stereo not given) | -0.6 | -4.0 | 1.2 | 1.8 | -1.3 | 2.0 | 6.1 | 0.1 | 1.0

Arranged by molecular weight (low to high): seven of the compounds above.
SMILES | GLD-1 RNA inh | MCL1 BIM primary | MEX-5 binding | BCLXL inh | Fam108B counter | GRK2 inh | VLA-4 inh | Efflux pump inh | PME-1 primary
COC(=O)N/N=C(\C)c1ccc(Br)cc1 | -4.6 | -3.5 | 1.2 | -6.5 | 0.4 | 2.0 | -3.0 | 0.2 | 6.5
COc1ccc(CCC(=O)Nc2nccs2)cc1OC | -220.2 | -6.7 | 0.2 | -4.5 | 6.4 | 0.0 | 6.8 | 0.2 | -1.5
Brc1ccc(C2=Nn3cnnc3SC2)cc1 | -0.1 | 7.3 | 1.1 | 3.7 | 2.1 | 2.0 | 14.2 | 0.2 | 4.5
Cc1ccc(OCC(=O)c2c(N)n(C)c(=O)n(C)c2=O)c([N+](=O)[O-])n1 | 14.4 | 71.9* | · | 35.9* | · | 77.0* | 0.0 | 0.3 | -5.4
S=C(c1ccc(N2CCCC2)c(Br)c1)N1CCCCC1 | -1.9 | 0.4 | 2.7 | 7.9 | 4.7 | 0.0 | 2.0 | -0.3 | 0.4
Cc1cc(NS(=O)(=O)c2ccc(NC(=O)/C=C/c3c(F)cccc3Cl)cc2)no1 | -1.9 | -4.1 | 1.3 | 5.7 | -6.1 | 0.0 | 2.9 | -0.2 | -3.4
CCN(CC)S(=O)(=O)c1cccc(-c2nnc(SCC#N)n2Cc2ccccc2)c1 | 2.3 | 1.7 | 0.0 | 0.6 | 2.4 | 0.0 | -19.4 | -0.1 | -0.5
